# Compound activity deposited in PubChem by Vanderbilt High Throughput Screening Facility.
# Cav32 inh – inhibitors of human Cav3.2 T-type calcium channel; O95180; Cav3.2-expressing cells, Fluo-4 calcium fluorescence FDSS; hits give low values; B-score at 10 µM; 100,000 compounds, 4% hits; AID 449739;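 active means single-dose well whose peak fluorescence ratio is a statistical outlier from its plate by either plate-standardised score or position-corrected B-score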
# Starred values were filed as active, the others as inactive. These rows are one share of the data, so the mix of outcomes need not match the whole.
SMILES,Cav32 inh
O=c1c2cnn(-c3ccccc3)c2ncn1Cc1ccccn1,0.259
CCOC(=O)Cc1csc(NC(=O)C2CCCCC2C(=O)O)n1 (stereo not given),-0.00532
COCCN=C1Sc2nc3ccc(C)cc3cc2CN1Cc1ccco1,-1.73
Cc1[nH]c2ccccc2c1SCCNC(=O)c1ccc(Br)o1,-4.14*
CN(Cc1ccccc1)S(=O)(=O)c1ccc(NC(=O)C2CCCO2)cc1 (stereo not given),-0.47
Cc1cc(C)c2nc(N3CCN(C)CC3)c(C#N)cc2c1,0.139
COc1ccc(-n2c(COc3ccc(C)cc3)nnc2SCc2ccc(C#N)cc2)cc1,-2.63
CCn1c(=O)c2c(nc3n2CC(C)CN3CCc2ccccc2)n(C)c1=O (stereo not given),1.08
O=C(O)c1ccc2c(c1)-c1nc3ccccc3n1C2=O,-0.168
COc1cccc(NC(=O)CSc2nncn2-c2ccccn2)c1,-0.115
O=C1NC[C@@H](Cc2ccc(O)cc2)N(CCc2cccc3ccccc23)C1=O,0.794
O=C(Nc1ccccn1)C12CC3CC(C1)CC(C(=O)Nc1ccccn1)(C3)C2,0.684
N/C(=N\O)c1ccc(NC(=O)c2ccc(Br)o2)cc1,-0.199
COc1ccc(C2/C=C\CN(C(=O)C3CC3)CC(=O)N2Cc2ccc(F)cc2)cc1 (stereo not given),0.293
Cc1cccnc1NC(=O)CCCN1C(=O)c2ccccc2C1=O,0.78
CCn1cc(C(=O)N2CCOCC2)c(=O)c2cc(S(=O)(=O)N(C)C)ccc21,-1.22
O=C(NC(CSSCC(NC(=O)c1ccccc1)C(=O)O)C(=O)O)c1ccccc1 (stereo not given),-0.55
O=C(Nc1cccnc1)c1cc(F)cc(F)c1,-0.296
O=C(CSc1nc(-c2ccco2)cc(C(F)(F)F)n1)Nc1ccc2c(c1)CCC2,-0.808
COc1cc(OC)cc(C(=O)NCc2nc(-c3ccccc3)no2)c1,0.555
COc1cccc(-n2nc(-c3ccnn3-c3ccccc3)c(=O)n(C)c2=O)c1,1.94
Cc1ccc(CCN2C(=O)CCC2(C)C(=O)NCc2cccnc2)cc1 (stereo not given),0.838
COc1ccc(N(CC(=O)Nc2cc(OC)ccc2OC)S(C)(=O)=O)cc1,0.518
Cc1ccc(-n2c(C3CC3c3ccc(Cl)cc3)n[nH]c2=S)cc1 (stereo not given),-0.395
CCOc1nc(Nc2ccc(OC)c(Cl)c2)nc(N2CCN(c3ccc(OC)cc3)CC2)n1,-0.918
# The list continues:
SMILES,Cav32 inh
COc1ccccc1NC(=S)NC(=O)c1ccc(-c2ccc(Cl)cc2)o1,-1.41
COc1ccccc1NC(=O)CSc1nc2ccccc2cc1Cc1ccccc1,-2.55
Cc1cc(=O)c2c(O)c(O)ccc2o1,0.672
C=CCn1c(SCC)nc(O)cc1=O,0.383
COc1ccc(C(CNC(=O)c2ccc3c(c2)C(=O)N(CCC(C)C)C3=O)N2CCOCC2)cc1 (stereo not given),-4.54
C[C@@H]1CC=C[C@H]2[C@H]1C(=O)N(Cc1ccccc1)[C@H]2c1ccc(F)c(/C=C/c2ccccc2)c1,-0.213
O=C(NCc1ccccn1)C1CCN(S(=O)(=O)c2ccccc2)CC1,0.112
COc1ccc(CNC(=O)COC(=O)c2c[nH]c(=O)[nH]c2=O)cc1OC,0.148
CC1CCN(CC(O)COc2ccc(F)cc2)CC1 (stereo not given),0.663
Cc1ccc2cc(CN(CC3CCCO3)S(=O)(=O)c3ccccc3)c3nnnn3c2c1 (stereo not given),-0.0931
CCc1ccccc1NC(=O)c1cnc2scc(C)n2c1=O,-1.3
Cc1ccc(C(C(=O)NC2CCCC2)N(Cc2ccc3c(c2)OCO3)C(=O)Cc2cccs2)cc1 (stereo not given),-0.228
O=C(CCCN1CCC(c2ccccc2)C1)c1ccc2c(c1)OCCO2 (stereo not given),-1.5
O=C(CSc1nc2ccccc2c(=O)n1-c1ccc(Cl)cc1)c1ccco1,-0.469
COC(=O)[C@@H]1C[C@H]2CC[C@H](O)C[C@H]2N1Cc1ccc(-c2ccccc2)cc1,-1.11
O=C(c1ccc(COCC(F)(F)F)o1)N1CCCCCC1,0.921
CCOc1ccc(NC(=O)Cn2nnc(C(=O)NCc3ccccc3OC)c2N)cc1,0.456
CC(=O)CCS(=O)(=O)c1ccc(C)c(C)c1,0.238
Cc1cc(=O)[nH]c2c1c(C)nn2-c1ccccc1,0.876
COc1cc(/C=C(\C#N)c2nc3ccc(C)cc3[nH]2)c([N+](=O)[O-])cc1OC,-1.19
CCCCNC(=O)COC(=O)c1ccc(NS(=O)(=O)c2ccc3c(c2)OCCO3)cc1,0.671
Cc1cc(C)c(C)c(OCC(=O)N2CCCCCC2)c1,-0.415
CCOC(=O)C1=C(N)Oc2cc(C)n(C)c(=O)c2C1c1ccncc1 (stereo not given),0.0712
Cc1ccc[n+](CC(=O)Nc2cc(C(F)(F)F)ccc2Cl)c1,0.335
CSC1=C(C#N)C(c2ccc(Cl)cc2)C2=C(CC(C)(C)CC2=O)N1 (stereo not given),-1.39
# Next section
SMILES,Cav32 inh
C/C(=N\NS(C)(=O)=O)c1ccc(C)cc1,-0.0538
CC(=O)c1c(OC(=O)c2ccc(C)cc2)c2ccccc2n1C,-0.984
Fc1ccc(Nc2ncnc3sc4c(c23)CCC4)cc1,-1.1
Cc1cc(C)nc(SCc2nc3ccccc3n2C)n1,1.71
Nc1nsc2ccccc12,-0.41
COc1ccc(N2CCN(c3oc(COc4ccccc4)nc3C#N)CC2)cc1,-3.3
CCO[C@H]1OC(C(=O)NCc2nc3ccccc3[nH]2)=C[C@@H](c2ccc(Br)cc2)[C@@H]1CCCO,-2.76
O=C(N/N=C\c1ccc(F)cc1)c1csnn1,0.109
COc1ccc2c(=O)c(-c3nc(C)cs3)coc2c1,-0.0655
CCCCCN(C(=O)CN(C)Cc1ccc(OC)cc1OC)c1c(N)n(CCCC)c(=O)[nH]c1=O,-0.07
O=C1NC[C@@H](Cc2cccc3ccccc23)N(CCc2cc(C(F)(F)F)cc(C(F)(F)F)c2)C1=O,-1.31
CSc1nc(C)cc(-n2cc(F)c(=O)[nH]c2=O)n1,1.47
COc1ccc(OC)c(CN2CCCC(CO)C2)c1 (stereo not given),0.0746
CN(C(=O)c1cnccn1)c1nnc(-c2cnccn2)s1,0.21
CCc1cccc2c(SCC(=O)NCC3CCCO3)nc(-c3ccc(F)cc3)nc12 (stereo not given),0.215
O=C(CN1CCC(C(O)(c2ccccc2)c2ccccc2)CC1)Nc1cc(Cl)ccc1Cl,-0.119
COC(=O)C1CCN(C(=O)c2cc(OC)c(OC)c(OC)c2)CC1,0.166
Cc1sc2nc(CN3CCCC3)nc(N3CCN(S(=O)(=O)c4cccs4)CC3)c2c1C,0.375
Cc1cc(C)cc(NC(=O)c2ccccc2CC[N+](=O)[O-])c1,-1.5
COc1ccc(C)cc1-n1c(SCC(=O)Nc2cc(C)on2)nc2sc(C)c(C)c2c1=O,-1.53
CCCCCC(=O)Nc1cccc(C2=NOC3(C2)C[C@@H](C(N)=O)N(C(=O)Cc2ccc([N+](=O)[O-])cc2)C3)c1 (stereo not given in full),0.0373
Cc1ccc(SCC(=O)NCc2ccco2)cc1,0.417
COC(=O)c1ccccc1NC(=O)CSc1nnnn1C,1.62
CCOC(=O)c1ccc2cccc(C)n2c1=O,0.982
O=C(NCc1nnc(SCC(=O)N2CCN(c3ccccc3)CC2)o1)c1ccco1,0.164
# (continued)
SMILES,Cav32 inh
COc1cc(CNCCSc2nnnn2C)cc(Br)c1OCc1ccc(F)cc1,-1.15
N#C/C(=C\c1ccc(O)c(O)c1)S(=O)(=O)c1ccccc1,-3.58
O=C1CN(C(=O)c2ccc(Br)o2)C(c2ccccc2)c2cc(Cl)ccc2N1 (stereo not given),-4.46*
CCn1cc(C(=O)NCc2ccco2)c2cc(OC)c(OC)cc2c1=O,0.0167
COc1cc(CNc2ncn[nH]2)cc(Br)c1OC,0.0968
CCOC(=O)C1CCN(C(=O)N2CCOCC2)CC1,0.36
O=C(O)c1cc(N2C(=O)C3C4C=CC(C4)C3C2=O)ccc1NCc1cccnc1 (stereo not given),-0.238
CNC(=S)N1CCN(c2c(F)cc3c(=O)c(C(=O)O)cn(C4CC4)c3c2OC)CC1C (stereo not given),4.38*
CCCCCCNc1c(C(=O)OCC)c(=O)[nH]c2ccccc12,-0.0788
CCOC(=O)c1[nH]c2cc(OC)c(OC)cc2c1NC(=O)CN1CCN(C)CC1,0.491
Cc1cc(C=O)c(C)n1-c1ccc(N2CCCC2)c([N+](=O)[O-])c1,-1.04
CCOC(=O)c1nnn(-c2nonc2OC)c1-c1ccccc1,-0.112
CC(C)Oc1ccc(CNCCC2(C(C)C)CCOC(C)(C)C2)cc1 (stereo not given),0.385
COc1ccc(C(=O)n2nc(-c3ccco3)nc2N)cc1,0.0228
CC1CCCCN1C(=O)CSc1nc(N)cc(=O)[nH]1 (stereo not given),-0.0663
CCCc1[nH][nH]c(=O)c1C(c1cccc(Cl)c1)C(C#N)C#N (stereo not given),-1.94
O=S(=O)(Nc1cnc2ccccc2c1)N1CCCCCC1,-0.549
Cc1cc(C)c2c(n1)nn1c(-n3ccnc3)cc(C)nc21,1.51
COc1ccc(-c2nn(-c3ccccc3)cc2/C=C2/SC(=S)N(Cc3ccco3)C2=O)c(C)c1,-0.165
O=C(O)c1cc(S(=O)(=O)Nc2ccc3oc(=O)sc3c2)ccc1O,-0.0644
CCOC(=O)N1CCC(N(C(=O)Nc2ccccc2)C(C)CC)CC1 (stereo not given),-0.652
Brc1cccc(OCCOCCn2ccnc2)c1,1.29
Brc1ccc(-c2nn3c(-c4ccccn4)nnc3s2)o1,0.606
COC(=O)C1=C(C)Nc2ncnn2C1c1ccc(C)o1 (stereo not given),-0.012
O=C1c2cccnc2C(O)N1Cc1ccccc1 (stereo not given),-0.657

# Structures from the list above that contain bromine, in the order listed:
SMILES,Cav32 inh
Cc1[nH]c2ccccc2c1SCCNC(=O)c1ccc(Br)o1,-4.14*
N/C(=N\O)c1ccc(NC(=O)c2ccc(Br)o2)cc1,-0.199
CCO[C@H]1OC(C(=O)NCc2nc3ccccc3[nH]2)=C[C@@H](c2ccc(Br)cc2)[C@@H]1CCCO,-2.76
COc1cc(CNCCSc2nnnn2C)cc(Br)c1OCc1ccc(F)cc1,-1.15
O=C1CN(C(=O)c2ccc(Br)o2)C(c2ccccc2)c2cc(Cl)ccc2N1 (stereo not given),-4.46*
COc1cc(CNc2ncn[nH]2)cc(Br)c1OC,0.0968
Brc1cccc(OCCOCCn2ccnc2)c1,1.29
Brc1ccc(-c2nn3c(-c4ccccn4)nnc3s2)o1,0.606

# Some of these compounds in order of their number in Cav32 inh, rising:
SMILES,Cav32 inh
Cc1cc(C=O)c(C)n1-c1ccc(N2CCCC2)c([N+](=O)[O-])c1,-1.04
O=C1c2cccnc2C(O)N1Cc1ccccc1 (stereo not given),-0.657
Cc1cc(C)c2c(n1)nn1c(-n3ccnc3)cc(C)nc21,1.51

# The results go on:
SMILES,Cav32 inh
CC(C)C(=O)NC(=O)[C@@H]1CCCN1C(=O)/C=C/c1ccccc1,0.0546
Cc1cc(=O)[nH]c(Nc2cccc(C(F)(F)F)c2)n1,0.124
CCCN1C(=O)c2cc(C(=O)NC3CCCC3)ccc2C1O (stereo not given),-3.71
O=C(NCc1ccco1)C1CCCN(S(=O)(=O)c2ccc(-n3cnnn3)cc2)C1 (stereo not given),-0.465
Cc1cccc(N2CCN(C(=O)c3ccncc3)CC2)c1C,1.46
CNC(=O)CN(c1ccc2c(c1)OCCO2)S(C)(=O)=O,-1.16
COc1ccc(OC)c(C2CC(=O)N3CN(c4cccc(Cl)c4)CSC3=C2C#N)c1 (stereo not given),-0.953
COC(=O)C1=C(C)N=c2s/c(=C/c3cccs3)c(=O)n2C1c1ccc(F)cc1 (stereo not given),-1.81
CCCCOc1ccc(NC(=O)C(=O)NCCC2=CCCCC2)cc1,-0.0235
CC(C)CCNC(=O)c1ccc2c(c1)ncn2C1CCCCC1,0.797
CCC1(C(=O)c2ccccc2)C2c3cc(Br)ccc3OC(=O)C21C(=O)N1CCOCC1 (stereo not given),-4.25*
CC1CCC(C(=O)NC(C(=O)NCCCN2CCOCC2)C(C)C)CC1 (stereo not given),-2.12
Oc1cc(O)c2c(c1)O[C@H](c1ccc(O)c(O)c1)[C@@H](O)C2,0.125
O=C(NCc1ccccc1)c1c(F)c(F)c(F)c(F)c1F,2.23
O=C(C1=C[C@H](c2coc3ccccc3c2=O)C[C@H](OCc2ccc(CO)cc2)O1)N1CCN(Cc2ccccc2)CC1,-1.94
CC(NC(=O)c1ccco1)C1CCCO1 (stereo not given),0.652
O=C(CSc1ccccc1C(=O)O)Nc1cccc(C(=O)O)c1,-0.079
O=C(Nc1ccc(OCc2ccccc2)cc1)c1cccnc1,0.0504
c1ccc(-c2cc(N3CCCCC3)nc(-c3ccccc3)n2)cc1,-1.72
CS(=O)(=O)Nc1ccccc1C(=O)Nc1ccc2c(c1)OCCO2,-0.187
CCOC(=O)N1CCN(c2c(NCc3cccs3)c(=O)c2=O)CC1,0.42
Cc1cc2n(n1)SC(Nc1ccc(F)c(Cl)c1)N2 (stereo not given),1.46
O=C(Nc1ccccn1)[C@@H]1CCC(=O)N1C(=O)OCc1ccccc1,0.892
COc1cc(NS(=O)(=O)c2ccc(OC)c(OC)c2)cc(OC)c1,-0.052
O=C(Nc1ccc(Cc2ccc(NC(=O)N3CCOCC3)cc2)cc1)N1CCOCC1,-0.0387

# 2 of these compounds in another layout.
SMILES	Cav32 inh
CC(C)CCNC(=O)c1ccc2c(c1)ncn2C1CCCCC1	0.797
CCC1(C(=O)c2ccccc2)C2c3cc(Br)ccc3OC(=O)C21C(=O)N1CCOCC1 (stereo not given)	-4.25*

# Other compounds:
SMILES,Cav32 inh
CCOC(=O)C(Cc1ccc(NC(=O)/C(=C/c2ccccc2)NC(=O)c2ccccc2)cc1)N1C(=O)c2ccccc2C1=O (stereo not given),-0.585
CCCNC(=O)CN(C)C(=O)c1n[nH]c2ccccc12,-0.249
COC(=O)c1cc(NC(=O)Cn2c(=O)cnc3ccccc32)cc(C(=O)OC)c1,0.0877
COCC(=O)Nc1cc(OC)ccc1OC,0.334
CN(Cc1ccccc1)c1nc2c(c(=O)[nH]c(=O)n2C)n1CCCc1ccccc1,-2.68
CCCCN1C(N)=NC[C@@H]1Cc1ccc(O)cc1,0.452
